Bioassay records as filed in PubChem.
TPT1 inhibitor = inhibitors of Candida albicans tRNA 2'-phosphotransferase TPT1; inhibition, % at 5 µM; recombinant caTPT1, FP RNA substrate dephosphorylation; 300,000 tested, 0.81% active;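 active = inhibition above the mean of all tested compounds plus 3 SD, set per screening campaign, cut at about 24% in these data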;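 also: plate controls were DMSO alone for no effect and ferristatin control at 100 nM for full effect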
AHR activator = activates the human aryl hydrocarbon receptor | P35869 | AHR-responsive luciferase reporter cells, luminescence | activation, % at 5 µM | 320,000 tested, 2.5% active | AID 2796; in the data active = activation above about 47%;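 also: 0% = vehicle wells and 100% = reference agonist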
Target sequence (P35869 whole entry, looked up): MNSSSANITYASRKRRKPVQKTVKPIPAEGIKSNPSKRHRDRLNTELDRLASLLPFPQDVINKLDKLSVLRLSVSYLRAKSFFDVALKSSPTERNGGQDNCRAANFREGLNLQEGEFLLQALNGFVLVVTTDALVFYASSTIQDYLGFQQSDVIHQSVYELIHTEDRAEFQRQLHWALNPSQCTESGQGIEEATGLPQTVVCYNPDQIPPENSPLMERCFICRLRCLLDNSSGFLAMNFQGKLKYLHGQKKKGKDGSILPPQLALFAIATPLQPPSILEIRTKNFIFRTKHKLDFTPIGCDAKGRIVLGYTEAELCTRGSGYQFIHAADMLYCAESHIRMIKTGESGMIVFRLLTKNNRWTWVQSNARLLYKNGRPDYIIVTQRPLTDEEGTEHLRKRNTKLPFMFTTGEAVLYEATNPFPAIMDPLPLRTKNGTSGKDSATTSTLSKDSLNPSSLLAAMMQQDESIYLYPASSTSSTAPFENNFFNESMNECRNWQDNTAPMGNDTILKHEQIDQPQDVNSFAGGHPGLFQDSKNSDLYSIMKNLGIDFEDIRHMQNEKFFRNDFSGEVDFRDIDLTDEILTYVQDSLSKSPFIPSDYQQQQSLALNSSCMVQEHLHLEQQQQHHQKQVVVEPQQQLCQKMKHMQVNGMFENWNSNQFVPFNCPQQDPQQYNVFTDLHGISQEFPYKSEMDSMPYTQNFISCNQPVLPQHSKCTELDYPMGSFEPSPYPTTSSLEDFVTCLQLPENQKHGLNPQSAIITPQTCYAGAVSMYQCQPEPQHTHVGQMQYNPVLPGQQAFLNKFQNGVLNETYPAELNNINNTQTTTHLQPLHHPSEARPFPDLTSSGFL
PP5 primary = inhibitors of human protein phosphatase 5 (PP5); P53041; purified PP5c, OMFP substrate fluorescence; inhibition, % at 6.7 µM; 320,000 tested, 0.18% active;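 active = inhibition above the campaign's mean inhibition across all tested compounds plus 3 SD, cut at about 9.5% in these data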;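 also: 0% = DMSO only and 100% = 100 µM cantharidin control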
Fh CTSL1 inh = cathepsin L1 inhibition, PFM18AAP counter-screen | recombinant F. hepatica cathepsin L1, Z-Leu-Arg-MCA fluorescence | inhibition, % at 5.96 µM | 300,000 tested, 0.49% active;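 active = inhibition above the mean of all tested compounds plus 3 SD, set per screening campaign, cut at about 17% in these data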;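 also: 0% = plate median of test compound wells and 100% = 1 µM Z-Phe-Ala-diazomethylketone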
HCV core dimer = blocks dimerization of HCV core protein. TR-FRET GST/Flag-core106 dimerization, 1536-well. inhibition, % at 5 µM. 300,000 tested, 0.33% active;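 active = inhibition above the mean of all tested compounds plus 3 SD, set per screening campaign, cut at about 45% in these data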
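Material: Tagged HCV core106 pair (GST and Flag) | Amount: GST-core106 13.5 nM, Flag-core106 17 nM | Medium: KF-containing HEPES buffer, pH 7.45, DTT, CHAPS, BSA | Reagent: Eu donor and XL665 acceptor anti-tag antibodies | Schedule: 4 h at 22.5 °C | Technique: Time-resolved FRET, ex 340 nm, em 617 and 671 nm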
PAFAH2 FP inh = inhibitors of human PAFAH2 | Q99487 | recombinant PAFAH2, FP-rhodamine activity probe, fluorescence polarization | inhibition, % at 3.39 µM | 340,000 tested, 0.99% active;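 active = inhibition above the mean over all tested compounds plus 3 SD, cut at about 30% in these data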;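 also: inhibitors block probe labeling of enzyme so polarization drops; 0% = enzyme with DMSO and 100% = wells lacking PAFAH2 protein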
proCasp3 act = activators of human procaspase-3; AID 463141; P42574; 330,000 tested, 0.11% active; recombinant procaspase-3 D3A, Ac-DEVD-pNA absorbance 405 nm; activation, % at 8.5 µM;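 active = activation above the mean of all tested compounds plus 3 SD, cut at about 21% in these data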;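 also: 0% = DMSO alone and 100% = DMSO wells spiked with extra 5 µM PC-3 D3A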
Target sequence (P42574 whole entry D9A/D28A/D175A): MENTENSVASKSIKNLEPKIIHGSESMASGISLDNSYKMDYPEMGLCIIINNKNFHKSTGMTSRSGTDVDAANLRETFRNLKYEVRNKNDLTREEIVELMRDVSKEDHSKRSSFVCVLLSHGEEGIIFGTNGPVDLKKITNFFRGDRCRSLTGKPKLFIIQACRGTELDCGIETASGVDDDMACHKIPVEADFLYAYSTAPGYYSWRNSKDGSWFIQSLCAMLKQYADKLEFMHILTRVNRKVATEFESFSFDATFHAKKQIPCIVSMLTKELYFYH
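Test system: Procaspase-3 D3A mutant, all three cleavage aspartates alanine | Dosing: Single dose, 8.5 µM nominal compound, 0.8% DMSO | Schedule: 1 h preincubation, 2 h reaction | Technique: 405 nm absorbance of p-nitroaniline, reads at 0 and 120 min | Repeats: One well per compound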
proCasp7 act = counter-screen: procaspase-7 (human) activation | recombinant procaspase-7, Ac-DEVD-pNA absorbance 405 nm; D23A/D198A/D206A triple mutant, cannot self-cleave; scale: DMSO 0, 5 µM enzyme 100 | activation, % at 8.5 µM | 330,000 tested, 0.093% active;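 active = percent activation above the screen-wide mean plus 3 SD, cut at about 25% in these data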
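Assay system: Uncleavable procaspase-7 mutant enzyme / Input: 2 µM procaspase-7 mutant as dispensed / Dosing: single nominal 8.5 µM compound dose, 0.8% DMSO final / Timing: 1 h enzyme–compound preincubation and 2 h substrate reaction, both 25 °C / Detection: p-Nitroaniline absorbance at 405 nm, read at 0 and 120 min / Replication: singlicate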
PP1 counter = counter-screen for PP5 inhibitors: inhibitors of human PP1-alpha. P62136. purified PP1alpha, OMFP fluorescence. inhibition, % at 6.7 µM. 320,000 tested, 0.9% active;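 active = inhibition above the mean inhibition of all tested compounds plus 3 SD, computed separately for each screening campaign, cut at about 15% in these data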
Starred values were filed as active, the others as inactive; . = no result given. Rows are unselected; about 5.6% have a hit in one of these screens.

SMILES	TPT1 inhibitor	AHR activator	PP5 primary	Fh CTSL1 inh	HCV core dimer	PAFAH2 FP inh	proCasp3 act	proCasp7 act	PP1 counter
COCC1CCCCN1C(=O)c1ccc(OC2CCN(CCc3ccccc3)CC2)cc1 (stereo not given)	-1	2	3.3	-3	-6	2	-2	2	-3
CCOc1ccc(CCNC(=O)CN2C(=O)c3cccnc3Oc3ccc(C)cc32)cc1OCC	0	1	1.9	4	-1	-1	1	5	-5
CC(=C/c1ccc(C(C)C)cc1)/C=N/NC(=O)Cn1nnnc1N	-3	0	0.0	7	2	-1	5	-3	0
Cc1cc2nc(C)n(CCCNC(=O)Nc3ccc(F)cc3)c2cc1C	-1	11	2.0	-1	-4	-13	9	6	-4
O=C(N=C1c2ccccc2CN1c1ccc(F)c(Cl)c1)c1cccnc1Cl	1	123*	2.3	5	19	.	-4	4	-2
COC(=O)C1=C(C(=O)OC)[C@@H]2Nc3ccccc3[C@@]23C[C@@H](C(=O)OC)N(C(=O)c2cccs2)C3=N1	-3	3	2.3	1	-10	0	13	2	-1
Cc1cc(NC(=O)CSc2nnc(CNC(=O)c3ccc(C(C)(C)C)cc3)o2)no1	-4	1	1.0	-1	-13	5	-1	7	0
COc1ccccc1C(=O)NNC(=O)C(=O)N1CCCCC1	-2	30	-0.2	5	-4	2	7	-8	0
COC(=O)c1cccc(NC(=S)NCc2ccco2)c1	-1	1	2.8	1	-3	-1	-2	3	0
CCOc1ccc(CCNC(=O)COC(=O)c2ccc(OC(C)C)cc2)cc1OCC	-2	1	3.2	0	3	11	-3	-2	0
CCOC(=O)c1cc2c(=O)n3ccccc3nc2n(Cc2ccco2)c1=NC(=O)c1ccc(OC)cc1OC	10	-1	0.2	3	16	1	-10	-5	10
Cc1ccc(NC2CCCN(C(=O)c3ccc(C)c(N4CCNC4=O)c3)C2)cc1C (stereo not given)	-1	2	2.6	-2	2	2	3	0	-3
CC1C(c2ccccc2)N(C)C(c2ccccc2)CC1(O)c1ccccc1 (stereo not given)	2	1	7.4	0	1	-5	-1	-5	2
Cc1ccc(C(=O)NC(=S)Nc2ccc(-c3ccc(CO)o3)cc2)cc1	4	0	2.4	3	22	4	-8	-23	2
CCOC(=O)CN1C(=O)C2(OCCCO2)c2ccccc21	-1	2	2.1	1	-5	6	6	-3	-5
O=C(/C=C/c1ccco1)Nc1ccc(Oc2ccc(Cl)cc2)cc1	0	-5	2.5	7	10	7	-5	-8	-1
O=C(N1CCOCC1)N(Cc1ccccc1)c1ccccn1	1	0	-6.1	0	-3	5	-7	6	-7
COc1cccc(Nc2nc(-c3sc(NC(=O)c4ccco4)nc3C)cs2)c1	6	46	2.8	0	-1	-7	2	-2	-4
Cc1cc(C)c2c(c1)-c1cc(C)nn1C(c1ccc3c(c1)OCO3)N2 (stereo not given)	-1	7	2.4	0	1	-3	1	4	-3
CCN(CC)S(=O)(=O)c1ccc(N/N=C/c2ccc(O)cc2)nc1	-5	-1	2.8	-2	-3	3	2	-4	-2
CCOc1cccc(NCc2cc3c(C(C)(C)C)nn(-c4ccccc4)c3[nH]c2=O)c1	1	2	5.7	3	12	0	6	-15	4
CN(C)N1C(N)=C(C#N)C(c2cccnc2)C2=C1CC(C)(C)CC2=O (stereo not given)	-3	1	-0.3	-1	-7	-1	5	5	0
COc1ccc(OCC(=O)Nc2cccc(NC(=O)COc3ccc(OC)cc3)n2)cc1	-2	2	0.8	1	7	5	1	3	0
CC(Oc1ccc(Br)cc1)C(=O)NCC(C)(C)N1CCOCC1 (stereo not given)	-2	5	0.3	8	-2	-4	3	5	6
CCCCC1=CC2=C(c3ccco3)C(=O)C(C)(OC(=O)c3ccc(OC)cc3)C(=O)C2=CN1c1ccccc1 (stereo not given)	2	0	-0.7	-2	44	7	4	-4	9

Other structures follow.
SMILES	TPT1 inhibitor	AHR activator	PP5 primary	Fh CTSL1 inh	HCV core dimer	PAFAH2 FP inh	proCasp3 act	proCasp7 act	PP1 counter
CCCNC(=O)C(=O)NCC(c1ccc2c(c1)OCO2)N1CCN(c2ccc(F)cc2)CC1 (stereo not given)	-2	3	-0.2	-1	-3	2	1	10	1
Cc1ccc(C(=O)CN2C(=O)NC3(CCCCCC3)C2=O)c(C)c1	-1	6	-0.4	-1	3	9	9	1	-7
CN(C)c1ccc(C(CNC(=O)Cc2cccc3ccccc23)N(C)C)cc1 (stereo not given)	1	1	-0.6	0	-6	0	-2	12	-3
CCOc1ccc(N2CC(C(=O)Nc3ccc4c(c3)OCCO4)CC2=O)cc1 (stereo not given)	1	1	0.8	-1	0	2	5	0	-4
Cc1ccc(-n2c(-c3cccnc3)n[nH]c2=S)c(C)c1	-3	-2	1.9	-6	-2	7	-8	-5	-3
Brc1ccc(-c2nnc(-c3cccc(Br)c3)o2)cc1	-4	8	-5.3	-5	5	0	0	-6	-6
CCCCCCCC/C=C\CCCCCCCC(=O)NCCO	0	-1	1.8	7	-31	7	6	-3	-2
O=C(CO/N=C/c1c(Cl)cccc1Cl)NNC(=O)c1ccc(Cl)cc1	0	0	-0.2	-19	-1	2	1	2	-2
Cc1ccc(-n2c(=S)[nH]c3nc4c(cc3c2=O)COC(C)(C)C4)cc1	-3	3	-0.6	5	6	4	-7	-3	-6
O=c1[nH]c2cccnc2n1-c1cccc([N+](=O)[O-])c1	-1	4	-0.1	1	1	.	7	8	1
COc1cc(OC)c(NC(=O)CS(=O)(=O)Cc2nc(-c3ccc(C)cc3)oc2C)cc1Cl	4	11	-1.7	4	7	2	-3	6	-5
CCCc1c(O)nc(SCCN(CCC)CCC)[nH]c1=O	-1	-1	0.0	-1	2	2	2	8	3
CCOc1ccc(NC(=O)CN(C)C(=O)c2ccc(C3SCCS3)cc2)cc1OCC	-2	2	-3.9	-4	4	-1	21*	6	-9
Cc1ccccc1CN1CCNC(=O)C1CC(=O)NCCN1CCCCC1=O (stereo not given)	-8	1	1.4	1	8	7	-3	-5	2
CN(Cc1ccccc1)C(=O)CN(c1ccccc1Cl)S(C)(=O)=O	-2	-1	1.7	1	-2	-3	-7	7	3
CC1CCN(S(=O)(=O)c2ccc(C(=O)Nc3sccc3C(N)=O)cc2)CC1	-3	2	0.1	-2	6	-6	2	2	4
Cc1nc(NS(=O)(=O)c2ccccc2)sc1NC(=O)Nc1ccccc1	2	0	0.1	1	-8	1	-16	-6	-2
C=CCn1c(SCC(=O)NC2CC2)nnc1-c1ccccn1	-3	1	0.0	-3	3	-8	7	3	-4
Nc1nc(-c2ccc(Br)cc2)cc(C(F)(F)F)n1	3	6	-1.5	1	6	-2	-5	4	-2
S=C(NCc1ccc(Cl)cc1)Nc1ccc(Cl)cc1Cl	-1	7	-0.4	-2	3	2	-5	-13	8
c1coc(C2Nc3cccc4cccc(c34)N2)c1	-15	12	0.3	0	24	.	-9	-3	2
Cc1c(Cl)c(C(F)(F)F)nn1CC(=O)N1CCSCC1	-3	0	-2.3	1	-4	8	4	-2	-3
Cc1sc2nc(CSC(C)C(=O)N3CCOCC3)[nH]c(=O)c2c1C (stereo not given)	5	13	-4.7	-2	3	-1	4	0	-13
CCOC(=O)c1[nH]c(C)c(CN(CCc2ccccc2)S(C)(=O)=O)c1C	-2	11	-1.8	1	-4	5	3	-3	0
COc1cccc(C(=O)N2CCCN(C)CC2)c1OC	-4	-1	0.3	-1	-1	0	7	-9	-4

A draw from above in order of count of non-hydrogen atoms, rising.
SMILES	TPT1 inhibitor	AHR activator	PP5 primary	Fh CTSL1 inh	HCV core dimer	PAFAH2 FP inh	proCasp3 act	proCasp7 act	PP1 counter
Brc1ccc(-c2nnc(-c3cccc(Br)c3)o2)cc1	-4	8	-5.3	-5	5	0	0	-6	-6
Cc1c(Cl)c(C(F)(F)F)nn1CC(=O)N1CCSCC1	-3	0	-2.3	1	-4	8	4	-2	-3
C=CCn1c(SCC(=O)NC2CC2)nnc1-c1ccccn1	-3	1	0.0	-3	3	-8	7	3	-4
CCOC(=O)c1[nH]c(C)c(CN(CCc2ccccc2)S(C)(=O)=O)c1C	-2	11	-1.8	1	-4	5	3	-3	0

New compounds follow.
SMILES	TPT1 inhibitor	AHR activator	PP5 primary	Fh CTSL1 inh	HCV core dimer	PAFAH2 FP inh	proCasp3 act	proCasp7 act	PP1 counter
COc1cc(NC(=O)[C@@H](NC(=O)N2CCn3c2nc2ccccc23)C(C)C)cc(OC)c1	2	5	3.9	2	-2	1	6	10	-1
Cc1ccc(S(=O)(=O)N2CCC(C(=O)OCC(=O)N(C)C3CCCCC3)CC2)cc1C	2	-2	1.2	0	4	5	-7	14	-1
CC(C)c1ccc(CNNC(=O)c2ccccc2)cc1	-2	-1	2.8	-5	6	-3	6	1	-1
Fc1ccccc1/C=N/Nc1nn[nH]n1	-7	2	0.2	2	-1	-4	1	4	0
COc1ccc(S(=O)(=O)N2CCOCC2)cc1NC(=O)CNC(=O)c1cccs1	.	4	-0.3	.	.	10	-1	0	-4
CCCC1(C)Nc2ccccc2-c2nc3ccccc3n21 (stereo not given)	-2	44	2.3	-2	-6	-8	0	5	-2
Cc1nnc(NC(=O)c2ccccc2C(=O)O)s1	-8	1	0.2	1	-6	0	-2	2	-2
COc1ccccc1CCC(=O)NNC(=O)c1ccc(Br)cc1	1	2	2.1	-4	0	-2	-7	11	0
COC(=O)c1ccc(NC(=O)c2cccc(NC(=O)c3ccco3)c2)cc1	-4	3	2.8	1	-1	-3	-6	7	-4
C/C(Cc1ccccc1)=N\NC(=O)CNC(=O)Cc1ccc(Cl)cc1	-1	4	2.0	1	0	-3	-6	7	-2
CCn1c(SCC(=O)N2CCCC2)nnc1-c1ccco1	-1	-3	0.8	-2	6	-7	-2	5	2
CCOC(=O)/C(C#N)=C/c1c(Oc2cccc(C)c2)nc2ccccn2c1=O	-1	4	1.9	1	4	5	9	6	-1
COc1ccccc1CNC(=O)CSc1nc(-c2ccccc2)cn1N	2	31	-4.0	3	-7	3	-13	-10	-6
C[C@H](NC(=O)c1ccc(Br)cc1)C(=O)NCc1ccc(S(N)(=O)=O)cc1	-5	1	-0.3	1	2	-5	0	-6	-5
COc1ccc2oc3cc(C)[n+]([O-])c(-c4ccc(Cl)cc4)c3c2c1	3	2	4.4	2	-4	-9	0	3	1
COC(=O)c1cc(C(=O)Nc2ccc(S(N)(=O)=O)cc2)cc([N+](=O)[O-])c1	-1	2	-1.2	-3	4	14	3	4	-10
Cn1nc(C(=O)OCc2ccc(F)cc2)c2ccccc2c1=O	-3	2	1.6	-2	2	-1	-4	4	-2
CCOC(=O)Cn1nnnc1C(C(C)C)N(Cc1cc2c(C)cc(C)cc2[nH]c1=O)C1CCCC1 (stereo not given)	-8	3	6.4	4	24	-3	0	7	-4
O=C(CN1C(=O)C2CCCCC2C1=O)OCc1nnc(-c2ccccc2)o1 (stereo not given)	-1	-2	-2.9	0	-2	-3	8	2	0
O=C1CCC([N+](=O)[O-])C(c2cc3c(cc2Br)OCO3)N1 (stereo not given)	-2	-3	2.9	-1	-4	3	-3	-4	-4
CCCCNC(=O)c1onc(CSc2ccccc2C)c1C(=O)O	-2	5	0.1	-1	2	30*	4	0	5
